DAX1 inh-1 = DAX1 (NR0B1) inhibitors, primary screen, cell-based, HEK293, Gal4-DAX1, luciferase luminescence; AID 504766, 2011; HEK293 Gal4-DAX1 luciferase reporter; inhibition, % at 6.75 µM; hit rate 0.99% among 340,000;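 active = inhibition above the mean over all tested compounds plus 3 SD, cut at about 4.2% in these data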;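 also: 0% = DAX1-transfected cells with DMSO and 100% = empty-vector control cells with DMSO; inhibition shows as a rise in luminescence from relieved DAX1 repression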
FXN GAA850 act = FXN promoter activators, primary screen, cell-based, luciferase luminescence, HEK293 lucGAA850; HEK293 lucGAA850 FXN promoter luciferase reporter, 24 h; percent of 10 µM SAHA response; activation, % at 6 µM; hit rate 0.56% among 360,000; AID 540364, 2011;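 active = activation above the average of all compounds screened plus 3 SD, cutoff fixed separately per campaign, cut at about 7.5% in these data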;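 also: 0% = DMSO wells and 100% = 10 µM SAHA wells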
NPR1 activator = GC-A stimulated cGMP production enhancers – HEK293 GC-A cells, cGMP TR-FRET, EC30 ANP, primary screen. Atrial natriuretic peptide receptor 1 (Homo sapiens), P16066. 0% at EC30 ANP, 100% saturating ANP. activation, % at 10 µM. hit rate 0.14% among 370,000; in the data active = activation above about 40%
hgDAF-12 ag = H. glycines DAF-12 receptor agonists, primary screen, cell-based, luminescence, HEK293, GAL4 fusion, UAS-luciferase. HEK293 GAL4-hgDAF12 UAS-luciferase reporter, agonist luminescence; normalized to butyrate control. activation, % at 6.8 µM. Nuclear hormone receptor DAF-12 (Heterodera glycines), GAL4 fusion. AID 687014, 2013. hit rate 1.8% among 370,000;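 active = activation above a cutoff set at the mean of all screened compounds plus 3 SD, cut at about 10% in these data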;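 also: 0% = DMSO wells and 100% = sodium butyrate wells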
SMARCA2 activ = SMARCA2 (BRM) function activators, primary screen, cell-based, luminescence, high throughput; MG213 cells, MMTV-luciferase reporter, dexamethasone, overnight; activation, % at 9.1 µM; hit rate 1% among 370,000; in the data active = activation above about 7.8%;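 also: 0% = vehicle wells and 100% = reference activator wells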
hcDAF-12 act = H. contortus DAF-12 nuclear receptor activators, primary screen, cell-based, luminescence, HEK293, lit1-tk-luc reporter; activation, % at 6.8 µM; hit rate 1.4% among 370,000; HEK293 hcDAF-12 lit1-tk-luc reporter; 0% DMSO, 100% Δ7-dafachronic acid; AID 652067, 2013;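 active = activation above the mean of all tested compounds plus 3 SD, cut at about 5.5% in these data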;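 also: 100% = response to 3 µM Δ7-dafachronic acid high control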
DAX1 inh-2 = DAX1 (NR0B1) inhibitors on StAR promoter, primary screen, cell-based, luminescence, SF-1 (NR5A1), full-length DAX-1; hit rate 1.1% among 370,000; AID 652010, 2013; HEK293T StAR-luciferase reporter, SF-1/DAX-1 repression relief; inhibition, % at 6.8 µM;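 active = inhibition above the mean over all tested compounds plus 3 SD, cut at about 3.6% in these data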;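 also: 0% = DAX-1 cells with DMSO and 100% = cells lacking DAX-1 with DMSO; higher inhibition means more luminescence from relief of DAX-1 repression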
NPR2 activator = human GC-B receptor activators, primary screen, HEK293 GC-B cells, cGMP TR-FRET, EC30 CNP; Atrial natriuretic peptide receptor 2 (Homo sapiens), P20594; 0% at EC30 CNP, 100% saturating CNP; activation, % at 10 µM; hit rate 0.11% among 370,000; AID 1920062, 2024;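 active = activation at 10 µM reaching about 35% in either raw or pattern-adjusted values, limit read from the data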
ssDAF12 agonist = S. stercoralis DAF-12 nuclear receptor activators, primary screen, cell-based, luminescence, HEK293, GRIP1 co-expression, lit1-tk-luc; hit rate 1% among 370,000; HEK293 ssDAF-12/GRIP1 lit1-tk-luc reporter; % of 3 µM dafachronic acid response; Nuclear hormone receptor DAF-12 (Strongyloides stercoralis); activation, % at 6.8 µM; AID 652126, 2013;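 active = activation above the mean over all tested compounds plus 3 SD, cut at about 0.9% in these data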;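 also: 0% = DMSO-only wells and 100% = 3 µM delta7-dafachronic acid wells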
ADAM10 inh = human ADAM10 inhibitors, primary screen, biochemical, QFRET, HTS; inhibition, % at 7 µM; hit rate 0.62% among 370,000; recombinant ADAM10, EDANS/DABCYL FRET peptide cleavage, 3 h;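 active = inhibition above a per-campaign cutoff equal to the mean of compounds falling between control-based bounds plus 3 SD, cut at about 20% in these data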;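 also: 0% = DMSO wells while the 100% control is not disclosed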
Target sequence (O14672 214-748 limits assumed): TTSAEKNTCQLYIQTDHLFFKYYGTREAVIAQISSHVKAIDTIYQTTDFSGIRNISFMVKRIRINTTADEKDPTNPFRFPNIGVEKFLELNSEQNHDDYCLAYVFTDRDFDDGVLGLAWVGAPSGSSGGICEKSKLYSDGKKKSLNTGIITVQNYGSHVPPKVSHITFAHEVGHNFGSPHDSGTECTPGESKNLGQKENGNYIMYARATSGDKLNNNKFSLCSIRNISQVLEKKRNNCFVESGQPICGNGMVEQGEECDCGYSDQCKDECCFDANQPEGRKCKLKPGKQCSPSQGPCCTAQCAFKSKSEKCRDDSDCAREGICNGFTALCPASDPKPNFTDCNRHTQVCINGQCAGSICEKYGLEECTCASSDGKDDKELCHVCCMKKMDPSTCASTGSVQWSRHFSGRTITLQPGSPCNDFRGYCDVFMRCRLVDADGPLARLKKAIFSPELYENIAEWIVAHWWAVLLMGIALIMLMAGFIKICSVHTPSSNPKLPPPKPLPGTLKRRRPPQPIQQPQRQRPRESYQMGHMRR
HGIII-sPLA2 inh = human group III sPLA2 inhibitors, primary screen, biochemical, QFRET, BODIPY PC-A2 liposome substrate | hit rate 0.56% among 370,000 | AID 743126, 2013 | inhibition, % at 12.2 µM | QFRET BODIPY PC-A2 liposome hydrolysis, fluorescence | Group 3 secretory phospholipase A2 (Homo sapiens), Q9NZ20;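 active = inhibition above mean plus 3 SD of compounds lying within the high and low control bounds, cut at about 19% in these data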;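 also: 0% = median of test compound wells and 100% = no enzyme DMSO wells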
Target sequence (Q9NZ20 whole entry, looked up): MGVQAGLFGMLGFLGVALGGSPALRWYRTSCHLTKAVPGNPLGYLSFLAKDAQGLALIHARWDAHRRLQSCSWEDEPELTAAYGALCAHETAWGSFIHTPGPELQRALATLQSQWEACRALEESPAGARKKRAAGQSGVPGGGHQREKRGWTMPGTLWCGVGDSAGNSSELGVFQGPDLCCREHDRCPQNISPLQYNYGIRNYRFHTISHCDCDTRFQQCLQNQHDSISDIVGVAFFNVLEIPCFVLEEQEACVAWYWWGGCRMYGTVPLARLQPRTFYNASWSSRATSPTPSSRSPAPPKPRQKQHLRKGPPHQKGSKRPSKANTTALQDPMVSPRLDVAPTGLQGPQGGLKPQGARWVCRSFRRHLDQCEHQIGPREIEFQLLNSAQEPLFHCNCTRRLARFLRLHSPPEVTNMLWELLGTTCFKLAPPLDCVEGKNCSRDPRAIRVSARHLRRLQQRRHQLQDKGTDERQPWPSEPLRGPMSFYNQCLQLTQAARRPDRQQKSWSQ
Active calls of the source: *; . = no result given.

SMILES	DAX1 inh-1	FXN GAA850 act	NPR1 activator	hgDAF-12 ag	SMARCA2 activ	hcDAF-12 act	DAX1 inh-2	NPR2 activator	ssDAF12 agonist	ADAM10 inh	HGIII-sPLA2 inh
O=S(=O)(c1ccc(F)c(Cl)c1)N1CCN(C/C=C/c2ccccc2)CC1	-1.0	0.7	2	-0.9	2	0.2	-0.7	2	-0.8	-1	-16
COc1cc(C(=O)Nc2nccs2)cc(OC)c1OC	0.5	-0.8	5	3.3	-5	0.6	-1.9	6	-0.5	10	15
Cc1cnc2c(c1)C(=O)c1ccccc1-2	1.0	1.7	3	0.5	2	1.5	0.4	-3	-1.2	4	1
CCCOc1ccc(C2C(C(=O)c3ccco3)=C(O)C(=O)N2CCCn2ccnc2)cc1OC (configuration not stated)	2.4	0.9	-1	3.9	4	0.0	0.3	1	-1.2	-18	-13
CCOc1cc(-c2c(C#N)c(N)nc3c2CCCC3)ccc1O	0.5	4.0	-1	-2.4	-1	-1.7	-0.1	4	-1.4	3	-25
CCOC(=O)c1sc(NCC2CCCO2)nc1C (configuration not stated)	0.2	1.6	0	0.5	2	-0.7	1.0	2	-1.0	5	3
CC(C)C[C@H](NC(=O)c1nc[nH]c1C(=O)N1CCC(C)CC1)C(=O)OC(C)(C)C	1.7	-0.8	2	-0.4	-1	1.2	0.2	3	-1.3	2	0
COc1ccc(N2CCN(S(=O)(=O)c3c(C(=O)N4CCOCC4)c(C)n(C)c3C)CC2)cc1	1.0	-0.5	-1	1.2	-3	2.2	0.3	6	-0.3	1	4
CCc1ccc([C@H]2C(C(=O)O)=C[C@@H](CC3CCCC3)N2S(=O)(=O)c2ccc(C)cc2)cc1	-1.3	0.3	-11	-1.2	-2	0.0	0.9	-7	-0.8	8	-33
Cc1ccc2nc(-c3ccccn3)c(NC3CCCC3)n2c1	-0.3	3.5	-3	2.2	6	1.1	2.3	4	-0.4	-6	19
COc1cccc(C(C)NC(=O)Nc2ccccc2Cl)c1 (configuration not stated)	-2.8	-0.7	1	-2.9	-5	-4.8	-2.0	-1	-1.8	-3	1
CC(=O)Cc1ccccc1OCC(=O)O	0.7	-1.3	2	2.2	-1	0.7	0.5	7	-1.6	0	8
CC(C)(C)C(=O)Nc1nnc(SCC(=O)NCc2ccco2)s1	0.7	1.0	1	-2.1	-3	-1.4	0.0	5	-1.2	-6	11
Cc1ccc(S(=O)(=O)/C(=C/Cl)NC(=O)c2ccccc2)cc1	-4.5	-12	-5	-8.4	-1	-4.5	-3.8	-3	-2.6	9	-3
O=C(NCc1ccc2c(c1)OCO2)c1ccc2c(c1)N(Cc1c(F)cccc1Cl)C(=O)CS2	0.3	-2.5	6	-1.6	-1	2.3	-0.1	13	-0.5	3	-1
CCN(c1ccccc1)S(=O)(=O)c1ccc(OC)c(NC(=O)CN(C)C)c1	-2.1	-0.3	-8	-2.0	-5	0.1	0.5	-8	-0.4	0	4
O=C(O)c1cc2cc(Oc3ccccc3)ccc2[nH]1	-0.5	3.2	2	-0.1	-2	2.4	0.2	1	-0.7	-16	-4
CCc1c(C(=O)NC2CCCc3ccccc32)[nH]c(C)c1C(C)=O (configuration not stated)	-0.8	-5.5	8	-8.3	0	-4.2	-1.0	0	-1.6	2	-7
Cc1c(CC(=O)NCCC(=O)O)c(=O)oc2cc3oc4c(c3cc12)CCCC4	-0.1	1.6	4	0.2	-2	0.2	0.4	7	-1.0	-94	-1
COC(=O)C1=C(C)N(Cc2ccc(C)cc2)C(=O)C1	0.3	-0.9	6	0.2	0	-1.1	0.6	1	-1.8	-9	-23
O=C(CN1C(=O)NC(Cc2c[nH]c3ccccc23)C1=O)Nc1ccccc1Br (configuration not stated)	-0.1	0.0	-1	1.7	-1	-0.6	3.5	1	-0.9	-8	-80
COc1ccc(/C=C2\CCCC3C2=NN(C(=O)COC(=O)CNC(=O)c2ccccc2)C3c2ccc(OC)cc2)cc1 (configuration not stated)	-1.9	3.1	-8	-0.5	-7	-0.3	0.7	-11	-0.7	21*	-15
Cc1ccc(S(=O)(=O)N2CCCCC2)cc1NC(=O)C1CCN(C(=O)OC(C)(C)C)CC1	0.3	2.1	0	-0.4	2	1.1	-1.5	1	-1.0	-2	-8
Cc1cc(OC(=O)c2cc([N+](=O)[O-])ccc2Cl)c([N+](=O)[O-])c(=O)[nH]1	0.4	-0.6	2	-2.6	-2	1.3	0.3	-2	-1.1	-4	-3
COc1ccc(CCN2CN(S(=O)(=O)c3ccc(OC)cc3)c3nc4ccccc4nc32)cc1	-0.7	1.4	3	2.9	2	-2.0	0.5	-5	-0.1	-31	-4
C[C@H](CO)N1C[C@H](C)[C@H](CN(C)S(=O)(=O)c2ccc(Cl)cc2)OCc2ccccc2-c2c(n(C)c3ccccc23)C1=O	-0.4	12*	-8	-5.0	-7	-1.9	-3.1	-8	-0.9	36*	-25
COc1ccc(N2C(=O)CC(N3CCN(c4ccccc4F)CC3)C2=O)cc1 (configuration not stated)	0.1	4.7	-1	1.1	2	3.8	0.0	1	-1.2	-17	-2
CCOC(=O)c1c(S(=O)(=O)NCC(=O)Nc2cccc(C)n2)c(C)n(C)c1C	-0.7	0.6	-4	2.7	-3	-1.0	-0.1	0	-1.1	-12	6
CCOc1ccc(C=NN2CCCCCC2)cc1OCC	0.5	0.9	-4	-0.4	0	-0.7	-1.4	-3	-0.4	-10	-3
CN(c1ccccc1)S(=O)(=O)c1cccc(C(=O)NCCCN2CCCC2=O)c1	-1.5	0.9	2	0.3	0	0.2	-1.0	2	-0.9	-7	-1
Cc1cccc(-c2nc(NCCN(C)C)c3ccccc3n2)c1	2.7	0.6	2	-4.0	3	0.1	1.8	-1	-0.6	-6	-6
Cn1c(=O)c2c(nc(OCc3cccnc3)n2Cc2c(F)cccc2Cl)n(C)c1=O	0.4	1.1	7	-0.7	0	-0.6	1.0	19	-1.4	-1	2
CCOC(=O)C1CCN(c2nc(C)cc(C)c2C#N)CC1	0.3	0.4	-1	5.5	-3	-2.1	-0.3	4	-1.8	-149	-7
CC(/C=C\c1ccccc1)=C/C(=O)O	0.6	2.1	5	-1.4	-4	-0.6	0.7	2	-0.8	-7	8
COc1cccc(C2=CC(=O)C(C(C)(C)C)N2C(C)(C)C)c1 (configuration not stated)	-0.3	-3.3	-4	-1.8	-4	-0.8	-0.3	1	-1.0	-10	-3
O=C(NC1CCCN(CCc2ccccc2)C1)c1c(F)cccc1F (configuration not stated)	-1.5	2.4	2	1.7	-2	-0.2	0.2	0	-0.9	-5	0
C[C@H]1CN([C@@H](C)CO)C(=O)c2c(c3ccccc3n2C)-c2ccccc2CO[C@H]1CN(C)Cc1cccc(F)c1	-0.5	12*	-4	-0.8	0	-1.0	-0.7	-4	-1.3	2	-12
CC(=O)c1cccc(NC(=O)CCc2nnc3ccc(N4CCN(C)CC4)nn23)c1	0.1	1.9	5	-1.2	-2	-0.4	0.2	4	-1.1	0	7
C=CCc1cc(OC)ccc1OCCOCCC(C(=O)OCC)C(=O)OCC	2.7	1.1	-3	-1.1	-2	-2.2	-0.5	-7	-1.8	3	-13
CCOC(=O)c1ccc(NC(=O)c2ccc(C)c(S(=O)(=O)N3CCOCC3)c2)cc1	-4.4	-10	-1	-14	-3	-5.5	-4.9	1	-2.9	-2	-25
COc1cc(C(C)=O)ccc1OCc1cc(C(=O)N(C)CCC2CCCCO2)no1 (configuration not stated)	2.2	1.8	-3	10	7	3.8	0.8	-3	1.1*	-6	2
COc1ccc([C@H]2CC(=O)C=C(c3ccccc3OC)C2)cc1OC	-0.1	2.4	6	-3.1	-1	-2.9	-0.7	2	-1.5	1	-2
COc1ccc(-c2nn(-c3ccccc3)cc2C(=O)O)cc1N	0.0	1.2	1	-0.5	0	-0.5	-0.3	1	-0.6	4	1
Cc1ccc(C)c(NC(=S)N2CCC(NC(=O)C3CCCCC3)CC2)c1	-0.7	1.3	4	0.4	-1	-1.3	0.3	6	-0.8	5	4
CCOC(=O)c1[nH]ncc1CN1CCCC(C(=O)c2cccc3ccccc23)C1 (configuration not stated)	1.2	-1.7	-4	0.5	-2	4.0	-0.1	0	-1.0	-19	2
COc1ccc2[nH]c(=O)c(CN(CC3CCCO3)C(=O)Nc3ccccc3)cc2c1 (configuration not stated)	-1.1	-6.3	-4	-1.4	2	0.0	0.3	-1	-1.6	-79	-5
O=C(CSc1nc2ccccc2c(=O)n1Cc1ccco1)NCc1ccco1	0.7	-0.4	0	0.3	-1	-2.6	-0.1	1	-0.9	0	0
O=C(Nc1ccc(F)c(Cl)c1)N1CCCC1	0.3	2.4	1	2.8	2	-0.5	-0.5	1	-1.2	0	-1
Cc1ccc(S(=O)(=O)NCCC(=O)NCC(=O)Nc2c(C)cccc2C)cc1C	1.2	1.8	2	-1.6	-3	-1.9	-0.3	-2	-1.1	-2	-2
CC1CCCCN1CCCNC(=O)C1CCN(c2nc3ccccc3o2)CC1 (configuration not stated)	1.9	-0.5	2	0.7	1	-1.3	0.3	6	-0.5	-10	-2
COc1ccc2[nH]c(C(=O)N(C)c3ccc(F)cc3F)cc2c1	-0.1	1.1	-10	0.4	-1	-1.1	-0.2	-9	0.3	-17	7
CN(C)S(=O)(=O)NCCNc1ccc(C(F)(F)F)cc1[N+](=O)[O-]	0.2	2.1	-2	-1.7	-3	0.4	1.4	-2	0.3	3	-8
S=c1[nH]nc(-c2ccc(Cl)cc2)n1-c1ccc(Cl)cc1	3.3	1.9	0	-2.2	3	-2.5	0.5	1	-1.3	5	8
C=CCn1c(SCC(=O)Nc2ccccc2OCC)nnc1-c1ccc(C(C)(C)C)cc1	.	.	-2	-1.6	-5	-0.3	-0.3	5	-1.5	5	-2
Cc1ccc(O)c(CCc2ccccc2)n1	-0.2	-5.2	3	1.3	-1	-2.4	-0.1	-2	-0.3	-106	-1
